Source: PubChem BioAssay (Broad Institute)
E-selectin induc: E-selectin induction in HUVECs, primary screen, imaging, HUVEC, immunofluorescence imaging, single point | AID 686992, 2013 | normalized: neutral wells 0, TNF-alpha wells 100 | activation, % at 7.58 µM | 260,000 compounds, 0.37% hits;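 active means mean E-selectin-positive cell signal at least 10% of the positive control, reached in at least 60% of replicates, without over 20% cell loss; inconclusive means no rule given, readout overlaps actives, possibly toxicity-flagged; inactive means the rest, including those meeting only one limit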;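 further: in these data hits start at about 27%; measured in HUVEC primary endothelial cells; signal is the percent of cells scored E-selectin positive by PE staining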
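Test system: HUVEC; input: 3,000 HUVEC/well; measured by: immunofluorescence imaging; read-out: % PE-positive cells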
RAD52 inh: RAD52 DNA annealing inhibitors, primary screen, biochemical, FRET, single point, set 2; recombinant RAD52 DNA annealing, FRET fluorescence; 360,000 compounds, 0.46% hits; inhibition, % at 18.7 µM;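 active means every replicate showing at least 50% inhibition; inconclusive means mean inhibition at least 50% but not in every replicate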
ERp5 block: inhibitors of ERp5-driven insulin aggregation, primary screen, biochemical, turbidity, absorbance 650 nm, single point; Protein disulfide-isomerase A6 (Homo sapiens), Q15084; 90 min; inhibition, % at 9.99 µM; 350,000 compounds, 0.05% hits; AID 651711, 2012;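 active means mean replicate inhibition above about 25%, with every replicate also reaching it, limit read from the data, passing the limit was not always enough; inconclusive means only one of those two criteria met; inactive means neither criterion met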
ERAP1 inh: human ERAP1 aminopeptidase inhibitors, primary screen, biochemical, single point, plate reader; Endoplasmic reticulum aminopeptidase 1 (Homo sapiens), Q9NZ08; recombinant ERAP1, Leu-AMC fluorescence, 60 min; inhibition, % at 10.7 µM; 340,000 compounds, 0.15% hits; AID 652197, 2013;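 active means mean replicate inhibition of at least 30%, or all replicates individually reaching that 30% level; inactive means mean below 30% and not every replicate reaching it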;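 further: 0% = neutral control wells and 100% = L-leucinethiol positive control wells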
Target sequence (Q9NZ08 whole entry, looked up): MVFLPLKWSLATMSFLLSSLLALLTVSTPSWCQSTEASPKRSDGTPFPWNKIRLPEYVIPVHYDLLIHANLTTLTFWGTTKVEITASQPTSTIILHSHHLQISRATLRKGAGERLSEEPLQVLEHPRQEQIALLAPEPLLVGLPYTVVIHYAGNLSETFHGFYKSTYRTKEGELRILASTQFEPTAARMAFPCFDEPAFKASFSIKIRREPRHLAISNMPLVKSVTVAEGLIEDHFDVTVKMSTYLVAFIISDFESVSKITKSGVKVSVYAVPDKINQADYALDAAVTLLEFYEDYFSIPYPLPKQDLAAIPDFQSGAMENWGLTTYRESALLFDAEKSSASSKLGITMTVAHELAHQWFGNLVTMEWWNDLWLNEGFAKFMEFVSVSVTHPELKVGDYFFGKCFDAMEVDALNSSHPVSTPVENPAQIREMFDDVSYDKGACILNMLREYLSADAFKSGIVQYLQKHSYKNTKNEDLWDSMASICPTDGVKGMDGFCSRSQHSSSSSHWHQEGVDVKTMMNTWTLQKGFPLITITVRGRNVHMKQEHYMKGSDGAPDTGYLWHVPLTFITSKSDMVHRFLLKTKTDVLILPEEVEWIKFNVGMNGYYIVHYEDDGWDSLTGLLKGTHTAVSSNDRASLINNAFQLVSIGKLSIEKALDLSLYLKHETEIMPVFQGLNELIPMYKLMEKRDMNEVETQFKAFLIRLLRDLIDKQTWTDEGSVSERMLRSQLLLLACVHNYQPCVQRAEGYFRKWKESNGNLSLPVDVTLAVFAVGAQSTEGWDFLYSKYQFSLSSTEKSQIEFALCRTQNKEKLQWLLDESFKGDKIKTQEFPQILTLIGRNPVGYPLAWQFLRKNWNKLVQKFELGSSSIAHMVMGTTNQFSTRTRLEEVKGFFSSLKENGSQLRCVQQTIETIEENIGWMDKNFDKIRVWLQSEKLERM
esBAF inh: Bmi1 luciferase reporter increase in mESCs, primary screen, esBAF inhibitor project, mouse ES cells, Bmi1 luciferase knock-in, single point; reporter increase, % at 12.5 µM; 24 h; 100% = twice the neutral-well signal; AID 602393, 2012; 350,000 compounds, 2% hits; in the data active means activation above about 40%; inconclusive means no clear call, values can overlap the other calls;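 further: 0% = median of the plate's neutral control wells and 100% = double that signal; a rise in the Bmi1 reporter signal indicates esBAF inhibition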
RAD54 branch: inhibitors of human RAD54 branch migration, primary screen, biochemical, fluorescence, single point | RAD54 Holliday junction branch migration, FAM/BHQ fluorescence | inhibition, % at 10.4 µM | 360,000 compounds, 0.14% hits;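 active means mean normalized replicate activity at least 40 and at least half of replicates scoring 40 or more; inconclusive means only one of the two criteria met; inactive means mean below 40 and under half of replicates reaching 40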;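 further: 0% = median of neutral control wells and 100% = median of positive control wells; inhibitors cause a drop in the FAM fluorescence signal; in these data hits start at about 50%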
S100A4 MyoIIA: inhibitors of S100A4-myosin IIA peptide binding, primary screen, biochemical, fluorescence polarization, TAMRA-MyoIIA peptide. Protein S100-A4 (Homo sapiens), P26447. AID 652163, 2013. inhibition, % at 10.7 µM. 360,000 compounds, 0.14% hits;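 active means mean inhibition of at least 70% across replicates, with every replicate also reaching that level; inconclusive means mean inhibition reaches 70% but some replicates fall short; inactive means mean inhibition below 70%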
Target sequence (P26447 whole entry, looked up): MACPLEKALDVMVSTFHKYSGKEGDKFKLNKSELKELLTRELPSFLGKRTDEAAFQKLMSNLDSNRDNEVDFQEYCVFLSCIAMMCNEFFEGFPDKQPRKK
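Material: human S100A4 monomer with TAMRA-labelled myosin IIA peptide; buffer or medium: HEPES pH 7.2 with CaCl2, KCl, NaCl, DTT, Triton; compound dosing: one concentration per compound; schedule: 5 min incubation before reading; benchmarks: neutral control DMSO, positive control TFP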
Xi reactivation: activators of inactive X chromosome reactivation, primary screen, imaging, XiGFP fibroblasts, GFP high-content imaging, set 2; XiGFP mouse fibroblasts, % GFP-positive cells imaging, 3 d; cells co-treated with 5-aza-dC sensitizer; scaled so ellipticine positive control = 100%; activation, % at 7.58 µM; 360,000 compounds, 0.055% hits; AID 743238, 2013;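 active means mean normalized replicate activation at least 10% and every replicate at or above 10%; inconclusive means only one of the two criteria met; inactive means mean below 10% and not all replicates reach 10%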;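 further: 0% = median of on-plate neutral control wells and 100% = ellipticine 6 µM median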
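System: SV40-immortalized XiGFP fibroblast cells, line 68-5-11 / Incubation: 3-day compound exposure, then 15 min fixation at room temperature / Compound: single concentration per compound, delivered by pin transfer / Buffer or medium: DMEM plus 5-aza-dC sensitizer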
The depositor's hits bear a star; ? = inconclusive; nt = not tested or not shown; & = joins results of further samples. Random draw from the library; any-hit rate near 2.5%.

SMILES	E-selectin induc	RAD52 inh	ERp5 block	ERAP1 inh	esBAF inh	RAD54 branch	S100A4 MyoIIA	Xi reactivation
O=C(Nc1ncn[nH]1)c1cccc(F)c1	-0.2	-6	-5	-4	4	4	-1	0.6
Cc1ccc(Cn2c(=O)c3cccnc3n(CC(=O)Nc3cccc(C(F)(F)F)c3)c2=O)cc1	-1.3	-23	-5	5	nt	nt	-6	0.0
COc1ccc(Cc2nnc(NC(=O)c3ccccc3)s2)cc1OC	0.0	-8	2	1	-3	1	-5	0.0
Cc1cc(NC(=O)NC(=O)c2ccccc2NC(=O)CN)ccc1Oc1ncc(Br)cn1	0.7	-10	8	2	nt	nt	-4	0.0
CCN(CC)CCNC(=O)c1cc(S(C)(=O)=O)ccc1OC	1.0	4	3	-1	0	-3	-5	0.1
Cc1ccc(C2=NCCn3c2c2ccc(C(F)(F)F)cc2[n+]3[O-])cc1	0.1	-7	4	10	0	-23	-1	0.0
Cc1cnc(C(=O)Nc2ccc(C)c(S(=O)(=O)N(C)C)c2)cn1	nt	-22	-4	3	nt	-4	2	0.2
CN(C)C(=O)C[C@H]1CC[C@@H]2[C@H](COc3ccc(NC(=O)NCc4ccccc4)cc3C(=O)N2C)O1	-0.1	13	-1	-3	-6	6	-2	0.0
O=C1CSC(=S)N1/N=C/c1ccc(C(F)(F)F)cc1	-0.3	8	-2	2	0	-4	-37	0.1
COc1cccc(C(=O)Nc2ccc3c(c2)C(=O)N(C)[C@@H]2CC[C@H](CC(=O)NCCCN4CCOCC4)O[C@H]2CO3)c1	-0.1	12	2	-7	7	6	2	0.2
COc1ccccc1NC(=O)c1ccc(Br)c(S(=O)(=O)N2CCCC2)c1	1.2	-19	2	1	1	9	1	0.0
CCCN1C[C@@H](C)[C@H](OC)CN(C)C(=O)c2cc(NS(=O)(=O)c3ccccc3)ccc2OC[C@@H]1C	-0.3	7	-1	nt	-5	-9	11	0.0
COc1ccc(Nc2oc(-c3ccccc3Cl)nc2C#N)cc1	2.1	-56	0	nt	11	3	9	0.1
O=C1c2ccccc2NC(c2ccc(-c3cccc(F)c3)o2)N1O (stereo unspecified)	0.2	-67	0	-1	84*	-4	5	0.0
COc1cccc(-c2cnc3c(c2)C(=O)N([C@@H](C)CO)C[C@@H](C)[C@@H](CN(C)Cc2ccc(F)cc2)O3)c1	0.2	3	-2	0	4	-5	-13	-1.5
Cc1ccc(S(=O)(=O)Nc2cccc3c2O[C@H](CN(C)C(=O)NC2CCCCC2)[C@H](C)CN([C@H](C)CO)C3=O)cc1	-0.4	-20	2	0	7	-8	-3	-0.5
CCOC(=O)c1c(NC(=O)COC(=O)/C=C/c2ccccc2)sc(C(=O)NC)c1C	-0.2	-8	-6	-1	-5	-3	3	0.0
Cc1ccc(S(=O)(=O)N(C)C)cc1NC(=O)C1CCN(C(=O)Nc2ccccc2)CC1	nt	-9	3	-1	-6	-4	-6	0.0
CCN(Cc1ccccc1)C(=O)C1CCN(S(=O)(=O)c2ccc3c(c2)OCCO3)CC1	-0.3	-16	-3	-3	3	-2	-2	0.6
CN(CC(=O)NCCc1ccccc1)Cc1ccco1	-0.1	3	2	9	?	-7	-1	0.1
CC(C)NC(=O)Cn1nnc(-c2ccccc2)c1COc1ccc2ccccc2c1	0.1	-12	-8	-1	7	2	0	0.1
Cc1noc(C)c1S(=O)(=O)Nc1ccc2c(c1)CC(=O)N([C@H](C)CO)C[C@H](C)[C@H](CN(C)C(=O)Nc1ccccc1)O2	-0.1	-2	1	1	-2	nt	8	0.3
Cc1ccc(NC(=O)COC(=O)[C@H](C)NC(N)=O)c(C)c1	nt	-11	3	-1	2	1	-8	0.1
Cc1noc(C)c1NC(=O)N(C)C[C@H]1Oc2ccc(NC(=O)CCC(F)(F)F)cc2CC(=O)N([C@H](C)CO)C[C@@H]1C	-0.1	-1	1	1	-2	-1	3	-1.3
CC(=O)c1ccccc1NS(=O)(=O)c1cccc2nsnc12	nt	-13	4	1	-9	1	-5	0.0
COc1ccc([C@H]2CC(=O)C=C(c3ccc(C)cc3)C2)cc1	0.5	-71	-3	nt	8	3	0	-0.1
O=C(O)c1cccc(NS(=O)(=O)c2ccc3c4c(cccc24)C(=O)N3)c1	0.0	-16	2	2	-6	2	-4	0.0
Cc1ccccc1S(=O)(=O)NCC[C@H]1CC[C@@H](NC(=O)C2CCOCC2)[C@@H](CO)O1	0.2	2	-3	0	1	2	1	1.0
O=C(C1CCOCC1)N1C[C@H]2[C@@H](c3ccccc31)[C@H](CO)N2Cc1ccc(Cl)cc1	-0.5	-4	0	1	-4	1	5	0.1
C[C@H]1CN([C@@H](C)CO)C(=O)CCCn2cc(nn2)CO[C@@H]1CN(C)S(=O)(=O)c1ccccc1F	1.0&0.1	-8&1&-3	0&-7&0	0&-2	-5&-4	-11&1	4&11&5	-0.1&-0.2

Taken from the results shown, 2 compounds:
SMILES	E-selectin induc	RAD52 inh	ERp5 block	ERAP1 inh	esBAF inh	RAD54 branch	S100A4 MyoIIA	Xi reactivation
O=C(C1CCOCC1)N1C[C@H]2[C@@H](c3ccccc31)[C@H](CO)N2Cc1ccc(Cl)cc1	-0.5	-4	0	1	-4	1	5	0.1
C[C@H]1CN([C@@H](C)CO)C(=O)CCCn2cc(nn2)CO[C@@H]1CN(C)S(=O)(=O)c1ccccc1F	1.0&0.1	-8&1&-3	0&-7&0	0&-2	-5&-4	-11&1	4&11&5	-0.1&-0.2

Next entries
SMILES	E-selectin induc	RAD52 inh	ERp5 block	ERAP1 inh	esBAF inh	RAD54 branch	S100A4 MyoIIA	Xi reactivation
COc1cccc(NC(=O)CN(C)C(=O)c2cccc(S(=O)(=O)N3CCN(c4ccccc4)CC3)c2)c1	nt	-15	-1	-1	1	-3	-6	0.1
O=C(c1ccc(F)cc1)N1C[C@@H]2[C@H](c3ccccc31)[C@@H](CO)N2Cc1ccc2c(c1)OCO2	-0.3	5	1	-2	2	-30	6	0.4
COc1ccc(C(=O)NC(=S)Nc2cccc3ncccc23)cc1[N+](=O)[O-]	-0.1	-17	-2	-2	-5	3	-5	0.0
Fc1ccc(COc2ccc(-c3nnco3)cc2)cc1	0.0	-8	2	nt	nt	-7	-6	0.2
C/C(=C/C(=O)O)C(=O)Nc1cccc(C(F)(F)F)c1	nt	-5	2	3	nt	nt	1	0.1
COc1ccc(C(=O)Nc2ccc3c(c2)C(=O)N(C)C[C@H](OC)[C@@H](C)CN(C)[C@H](C)CO3)cc1	0.6	-3	6	2	2	3	-7	-0.3
Cc1ccc(S(=O)(=O)N[C@@H](Cc2ccccc2)C(=O)CCl)cc1	-0.2	-9	4	2	-12	9	-4&-2	0.0
O=C(Nc1ccc(Oc2ccccc2)nc1)C1CCCCN1Cc1ccco1 (stereo unspecified)	2.5	-57	3	-3	nt	3	-3	0.4
O=C(C[C@H]1CC[C@H](NC(=O)Nc2ccc3c(c2)OCO3)[C@@H](CO)O1)NCc1ccc2c(c1)OCO2	-0.1	-3	-6	-1	-1	5	-1	-0.1
CN(C)S(=O)(=O)c1ccc(N2CCCC2)c(C(=O)NNC(=O)c2ccccc2)c1	nt	-8	1	2	-2	5	-1	0.1
O=C(COC(=O)c1cccc(N2C(=O)c3ccccc3C2=O)c1)Nc1ccccc1	4.9	-10	-1	-1	3	4	-6	-0.1
C[C@@H]1CN([C@@H](C)CO)C(=O)Cc2cc(NC(=O)NC3CCCCC3)ccc2O[C@H]1CN(C)Cc1ccc(C(F)(F)F)cc1	0.0	23	-3	0	-5	1	-25	0.0
Cc1cccc(S(=O)(=O)N[C@H]2CC[C@@H](CCNC(=O)Nc3cc(F)ccc3F)O[C@@H]2CO)c1	0.0	2	-3	-1	10	-3	-1	0.2
C[C@@H]1CN([C@H](C)CO)C(=O)c2cc(NS(=O)(=O)c3ccc(Cl)cc3)ccc2O[C@@H](C)CCCCO[C@@H]1CN(C)S(=O)(=O)c1ccc(F)cc1	0.0	8	-1	0	4	-2	6	0.2
COc1ccc(-c2[nH]ncc2CN(C)Cc2ccccn2)c(OC)c1	nt	-2	0	4	nt	nt	11	0.0
CC(NC(=O)COc1ccccc1)C(c1cccs1)N1CCCC1 (stereo unspecified)	-2.1	-62	1	2	nt	nt	0	0.3
O=C(N[C@H]1CC[C@@H](CCNC(=O)C2CCC2)O[C@H]1CO)c1ccncc1	0.0	5	16	-4	-5	-2	-2	-1.1
Cc1ccccc1NC1=NC2(CCCC2)N=C(N)N1	-3.3	-3	-2	-6	nt	nt	1	0.2
CCC(=O)N(CCC1(C(C)C)CCOC(C)(C)C1)C(C)c1cccs1 (stereo unspecified)	nt	-23	-1	nt	nt	nt	-6	0.1
C=CCOCC(O)Cn1c(N2CCCC2)nc2c1c(=O)n(C)c(=O)n2C (stereo unspecified)	nt	-7	0	-2	-6	-9	-8	0.0
COC(=O)c1nc(NC(=O)c2ccc(C(C)(C)C)cc2)n[nH]1	nt	-9	11	-4	nt	nt	-5	0.1
CCCn1nnnc1SCC(=O)NC1CCCC1	-0.1	-14	-1	-4	0	5	0	0.0
CC1CC(C)CN(C(=O)COC(=O)c2cccc(S(=O)(=O)N(C)c3ccccc3)c2)C1 (stereo unspecified)	0.3	-14	16	-3	1	3	-5	0.2
COCCN1C(=O)CN(S(C)(=O)=O)CC1(C)C(=O)NC(C)C (stereo unspecified)	0.0	-9	0	-1	nt	nt	-1	-0.1
Cc1ccc(NCc2nnc(SCC(=O)Nc3nnc(C)s3)n2C)cc1	0.2	-11	0	-3	nt	nt	-8	0.2
O=S(=O)(Nc1ccccc1F)c1ccc(Cl)nc1	nt	-2	7	-4	-2	1	-2	0.0
Cc1[nH]n(CCC#N)c(=O)c1CC(=O)N1CCN(c2ccccc2)CC1	nt	-2	1	1	-1	-5	6	nt
COCC(=O)N1C[C@H](C)[C@@H](OC)CN(C)C(=O)c2cc(NC(=O)c3ccc(OC)cc3)ccc2OC[C@H]1C	0.2	12	-5	1	-2	3	-1	0.4
COc1ccc(NC(=O)N(C)C[C@H]2Oc3ccc(NC(=O)c4ccncc4)cc3CC(=O)N([C@@H](C)CO)C[C@@H]2C)cc1	-8.9	4	5	4	5	0	9	0.1
COc1ccc(N2CCN(S(=O)(=O)CCNC(=O)c3cccs3)CC2)cc1	0.1	8	-4	-1	nt	nt	-4	0.1
Cc1ccccc1S(=O)(=O)N(C)C[C@H]1OCc2ccccc2-c2c(n(C)c3ccccc23)C(=O)N([C@@H](C)CO)C[C@H]1C	-0.7	nt	-2	nt	-1	-3	nt	0.0
Cc1ccc(-c2csc(NC(=O)CSc3nc4ccccc4c(=O)n3CCCN(C)C)n2)cc1	nt	91*	-1	-4	nt	nt	1	0.2
